Screening data (PubChem)
GSTO1 counter = inhibitors of recombinant GSTO1, primary screen, counter-screen for RBBP9 inhibitor project, biochemical, fluorescence polarization; Glutathione S-transferase omega-1 (Homo sapiens), P78417; activity-based probe fluorescence polarization; inhibition, % at 5.96 µM; 1.1% of 300,000 active; AID 1974, 2009;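 active = inhibition above the campaign mean inhibition plus 3 SD, cut at about 35% in these data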;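 also: 0% = GSTO1-1 with DMSO and 100% = wells lacking GSTO1-1 enzyme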
Target sequence (P78417 whole entry, looked up): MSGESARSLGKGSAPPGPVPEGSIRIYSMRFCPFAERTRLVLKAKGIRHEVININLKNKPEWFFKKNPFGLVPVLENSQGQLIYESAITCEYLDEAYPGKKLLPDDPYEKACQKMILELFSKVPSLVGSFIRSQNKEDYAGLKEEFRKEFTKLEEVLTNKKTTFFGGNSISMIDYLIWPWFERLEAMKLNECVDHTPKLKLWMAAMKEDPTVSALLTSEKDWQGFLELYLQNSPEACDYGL
PAFAH2 FP inh = PAFAH2 enzyme inhibitors, primary screen, biochemical, fluorescence polarization, human; inhibition, % at 3.39 µM; recombinant PAFAH2, FP-rhodamine activity probe; 0.99% of 340,000 active;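 active = inhibition above the mean over all tested compounds plus 3 SD, cut at about 30% in these data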;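 also: inhibitors block probe labeling of enzyme so polarization drops; 0% = enzyme with DMSO and 100% = wells lacking PAFAH2 protein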
PAD4 FP inh = human PAD4 inhibitors, primary screen, biochemical, fluorescence polarization, 1536-well format. recombinant PAD4, RCA probe fluorescence polarization. AID 485272, 2010. Protein-arginine deiminase type-4 (Homo sapiens), Q9UM07. 0.41% of 330,000 active. inhibition, % at 6.36 µM;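 active = percent inhibition above a cutoff equal to the mean of all tested compounds plus 3 SD, cut at about 15% in these data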;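 also: 0% = PAD4 with RCA probe and DMSO and 100% = probe without PAD4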
pPAFAH FP inh = pPAFAH enzyme inhibitors, primary screen, biochemical, fluorescence polarization, human. recombinant pPAFAH, FP-rhodamine probe fluorescence polarization. AID 463082, 2010. Platelet-activating factor acetylhydrolase (Homo sapiens), Q13093. 1.5% of 330,000 active. inhibition, % at 3.39 µM;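 active = inhibition above the mean inhibition across the screen plus 3 SD, cut at about 25% in these data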;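 also: inhibitors block binding of the rhodamine activity-based probe so polarization drops; 0% = enzyme with DMSO and 100% = wells lacking pPAFAH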
Target sequence (Q13093 whole entry, looked up): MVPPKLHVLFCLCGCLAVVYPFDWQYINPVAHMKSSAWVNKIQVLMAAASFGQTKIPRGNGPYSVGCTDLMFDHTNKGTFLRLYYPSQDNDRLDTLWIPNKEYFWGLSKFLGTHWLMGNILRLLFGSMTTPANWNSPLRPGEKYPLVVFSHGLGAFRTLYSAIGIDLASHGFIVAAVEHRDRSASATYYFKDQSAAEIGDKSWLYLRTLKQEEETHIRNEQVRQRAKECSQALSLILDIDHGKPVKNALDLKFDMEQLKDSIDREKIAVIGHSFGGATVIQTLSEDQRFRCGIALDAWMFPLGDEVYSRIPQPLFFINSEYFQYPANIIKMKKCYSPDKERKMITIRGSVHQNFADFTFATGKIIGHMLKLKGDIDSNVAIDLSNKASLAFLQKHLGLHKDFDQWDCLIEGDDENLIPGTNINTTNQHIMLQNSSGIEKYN
LYPLA1 counter = LYPLA1 inhibitors, primary screen, counter-screen for PME1 inhibitor project, biochemical, fluorescence polarization, FP-Rh probe ABPP. Acyl-protein thioesterase 1 (Homo sapiens), O75608. recombinant LYPLA1. inhibition, % at 5.9 µM. 0.16% of 320,000 active;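 active = inhibition above the mean of all tested compounds plus 3 SD, set per campaign, cut at about 14% in these data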;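 also: inhibitors block serine hydrolase probe labeling of LYPLA1 so polarization falls; 0% = enzyme with DMSO and 100% = wells lacking LYPLA1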
Target sequence (O75608 whole entry, looked up): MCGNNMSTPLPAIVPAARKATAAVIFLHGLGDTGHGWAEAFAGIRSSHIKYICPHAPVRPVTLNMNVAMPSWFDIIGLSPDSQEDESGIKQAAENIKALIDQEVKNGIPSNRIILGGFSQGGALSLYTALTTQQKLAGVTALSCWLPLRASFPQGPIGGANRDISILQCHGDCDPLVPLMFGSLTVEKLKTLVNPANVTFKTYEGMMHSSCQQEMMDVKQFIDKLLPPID
LYPLA2 counter = LYPLA2 inhibitors, primary screen, counter-screen for PME1 inhibitor project, biochemical, fluorescence polarization, FP-Rh probe ABPP | recombinant LYPLA2 | inhibition, % at 5.9 µM | 0.38% of 320,000 active;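 active = inhibition above the screen-wide mean plus 3 SD, limit set per campaign, cut at about 26% in these data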;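 also: 0% = LYPLA2 with DMSO and 100% = wells lacking LYPLA2 enzyme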
PREPL inh = PREPL enzyme inhibitors, primary screen, biochemical, fluorescence polarization. 0.68% of 320,000 active. AID 2751, 2010. recombinant PREPL, fluorescence polarization activity-based probe. inhibition, % at 5.96 µM. Prolyl endopeptidase-like (Homo sapiens), Q4J6C6; in the data active = inhibition above about 43%;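 also: 0% = enzyme with DMSO and 100% = wells lacking enzyme; many of its hits are not listed in these tables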
PAFAH1B3 FP inh = PAFAH1B3 enzyme inhibitors, primary screen, biochemical, fluorescence polarization, human | Platelet-activating factor acetylhydrolase IB subunit alpha1 (Homo sapiens), Q15102 | recombinant PAFAH1B3, FP-rhodamine probe | inhibition, % at 3.39 µM | 0.28% of 340,000 active;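 active = inhibition above the screen-wide average of all tested compounds plus 3 SD, cut at about 25% in these data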;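 also: 0% = enzyme with DMSO only and 100% = wells lacking PAFAH1B3 protein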
PAFAH1B2 FP inh = PAFAH1B2 enzyme inhibitors, primary screen, biochemical, fluorescence polarization, human | Platelet-activating factor acetylhydrolase IB subunit alpha2 (Homo sapiens), P68402 | recombinant PAFAH1B2, FP-rhodamine activity probe | inhibition, % at 3.39 µM | 1.2% of 340,000 active | AID 492953, 2010;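 active = inhibition above the mean of all tested compounds plus 3 SD, cut at about 24% in these data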;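 also: 0% = enzyme with DMSO and 100% = wells lacking PAFAH1B2; many of its hits are not listed in these tables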
* = called active by the depositor; x = not tested or not shown. These rows are one share of the data; rates above refer to the full screens.

SMILES	GSTO1 counter	PAFAH2 FP inh	PAD4 FP inh	pPAFAH FP inh	LYPLA1 counter	LYPLA2 counter	PREPL inh	PAFAH1B3 FP inh	PAFAH1B2 FP inh
COc1ccc(C(=O)Nc2ccc(S(=O)(=O)N3CCCC3)cc2)c(OC)c1	1	-5	9	1	-4	2	-1	-3	1
COc1ccccc1-c1cc(C(=O)NCCCN2CCOCC2)no1	5	-12	-1	3	1	8	0	7	0
O=C(CNC(=O)c1ccc(Cl)cc1)N/N=C/c1cccnc1	6	10	-3	11	-2	-3	1	20	1
O=C1C(=O)N(C/C=C/c2ccccc2)c2ccccc21	3	3	-3	3	-1	-5	-5	7	-1
Cc1nc(SCCC(=O)O)c2ccccc2n1	-7	2	4	2	3	0	9	14	4
Cc1[nH]c(=O)[nH]c(=O)c1CSc1nnc(CCCCCNC(=O)OC(C)(C)C)o1	0	-2	0	4	4	0	-3	5	3
Cc1cccc(C)c1NC(=O)Cc1cccs1	5	9	0	7	-4	-7	0	2	3
CCOc1cccc(CN2CCC(n3nccc3NC(=O)CCCc3ccccc3)CC2)c1	-4	1	-9	1	-3	-3	15	-1	6
CCN1CCN(c2ccc(S(=O)(=O)N3CCCCC3)cc2NC(=O)c2ccc(C)o2)CC1	1	7	-1	5	0	4	-1	1	1
Fc1cccc(/C=N/Nc2nccnc2Cl)c1	7	-7	2	3	-2	-2	5	4	-1
CC(=O)Nc1cccc(NC(=O)C(=O)c2cn(CC(=O)N3CCCCC3)c3ccccc23)c1	6	-4	0	1	-5	6	-1	5	-1
Cc1ccc2c(c1C)OC(=O)CC2(C)C	3	0	-1	-1	-4	2	-13	7	0
Cc1oncc1-c1csc(-c2ccccc2)n1	5	8	-1	-1	-2	-2	-24	7	-1
NC(=O)NC(=O)COC(=O)c1ccc(Cl)c(S(=O)(=O)N(Cc2ccccc2)c2ccc(Cl)cc2)c1	-4	-13	0	-11	-20	-37	-14	-13	1
CCOC(=O)C1=C(C)NC2=C(C(=O)c3ccccc32)C1c1ccc([N+](=O)[O-])o1 (configuration not stated)	19	19	1	20	-6	2	26	8	2
CNc1ccccc1C(=O)OCC(=O)N(CCOC)c1c(N)n(CC(C)C)c(=O)[nH]c1=O	4	4	7	4	3	4	16	4	0
N#C/C(=C\c1ccco1)C(=O)Nc1ccc(S(N)(=O)=O)cc1	4	-12	-4	-8	1	-5	3	6	1
O=C1NC(c2ccccc2)=NC1(Nc1ccccn1)C(F)(F)F (configuration not stated)	-4	3	8	2	4	5	2	1	0
O=C(Nc1nc2ccccc2c(=O)[nH]1)c1ccccc1SCc1ccccc1	-14	-2	-3	2	-3	-3	-11	2	0
COc1ccc(S(=O)(=O)N2CCN(CC(=O)NC3CC3)CC2)cc1	5	0	-4	0	5	7	10	-3	4
CCC(C(=O)NCCCN1CCN(CCCNC(=O)C(CC)c2ccccc2)CC1)c1ccccc1 (configuration not stated)	1	-2	-1	-4	-2	-2	5	7	-1
COCc1nnc(NC(=O)c2ccc(S(=O)(=O)N3CCOCC3)cc2)o1	-2	3	-2	2	4	2	4	12	0
CCC(NS(=O)(=O)c1ccc(OC)cc1)C(=O)NCCC1=CCCCC1 (configuration not stated)	0	2	-1	7	-1	2	1	-3	15
O=C1NC2=C(C(=O)CCC2)C(c2ccc3ncccc3c2)N1 (configuration not stated)	-4	1	3	4	1	4	-5	-1	2
COc1cc(NC(=O)c2ccc(OCc3c(C)noc3C)c(OC)c2)cc(OC)c1	x	-1	2	-1	x	x	14	4	-1
Cc1ccc(OC(C)C(=O)N2CCCc3ccccc32)cc1 (configuration not stated)	8	0	-4	5	5	-2	8	5	2
CCC1=C(OC(=O)N(CC)CC)N2C(=O)OC(=NCC(=O)OC)[C@]2(C)[C@H]2C1=CC[C@H]1C(=O)NC(=O)[C@H]12	6	10	5	2	-2	-6	1	-3	-6
Cc1ccc(NC(=O)NCc2ccncc2)cc1Cl	-4	-4	-3	6	-2	5	8	3	6
Cc1ccc(C)c(N2CCN(C(=O)c3ccc(CS(=O)(=O)c4ccccc4C)o3)CC2)c1	-5	9	0	14	0	7	20	5	-1
O=C(NCc1ccco1)c1cc(S(=O)(=O)N2CCCc3ccccc32)ccc1Cl	-3	-3	-9	0	-4	-5	3	3	2
CC1=NNC(=O)C1CCC(=O)N/N=C/c1ccco1 (configuration not stated)	-7	2	-1	4	1	-2	-2	4	6
O=C(Cc1ccc(F)cc1)N[C@@H]1c2ccccc2CC[C@@H]1OCc1ccccc1	x	2	-1	0	x	x	x	9	5
Cc1ccc(OCc2ccc(C(=O)NCc3cccnc3)cc2)cc1C	4	9	1	5	-1	11	-28	7	-4
CCN(CC)c1ccc(-c2nn3c(-c4n[nH]c5c4CCC5)nnc3s2)cc1	-3	20	-7	35*	-1	3	79*	2	2
NC(=O)COC(=O)c1c2c(nc3ccccc13)CCC2	12	7	-2	11	1	5	22	0	3
COc1ccccc1-c1nc(SC)n[nH]1	1	-1	2	-4	2	11	-5	1	1
NC(=O)c1cccc2ccccc12	8	1	-2	5	2	3	6	6	6
Cc1ccc(CNC(=O)CN(c2ccc(Cl)cc2)S(C)(=O)=O)cc1	3	2	-1	-1	0	-1	-60	1	8
Cc1c(C2(O)CCCCC2)[nH]c2ncccc12	x	-6	5	3	0	3	3	1	5
CCCCN(C)C(=O)C1CCCN(S(=O)(=O)c2ccc3c(c2)CC(C)N3C(=O)C2CC2)C1 (configuration not stated)	5	0	3	3	2	6	5	3	2
Cc1nn(C(C)C(=O)c2cccc(Cl)c2)c(C)c1[N+](=O)[O-] (configuration not stated)	4	-3	3	4	-4	2	-1	-3	-2
O=c1c2c([N+](=O)[O-])cc([N+](=O)[O-])cc2nc2ccccn12	12	11	-4	18	-4	-1	7	5	8
O=Cc1cn(CC(O)CN2CCCCC2)c2ccccc12 (configuration not stated)	-2	-1	-4	-2	-1	-13	-3	8	3
COCc1nnc(NC(=O)C(C)C)s1	-3	4	-5	-6	4	8	25	5	1
O=c1c2nnn(-c3cccc(F)c3)c2ncn1Cc1ccccn1	5	-8	-1	4	1	4	8	4	-1
O=C(CCc1ccc(S(=O)(=O)N2CCOCC2)cc1)OCC(=O)c1ccc(Br)cc1	x	8	-3	-8	x	x	16	3	13
Cc1ccc(C(=O)N2CCN(S(=O)(=O)c3ccccc3[N+](=O)[O-])C2)cc1	2	12	0	1	-2	2	-4	1	4
CCC(C)(C)n1nnnc1C(c1ccccn1)N1CCOCC1 (configuration not stated)	7	-5	3	9	6	4	6	-1	-4
COc1ccc(N(C(C)=O)S(=O)(=O)c2cc(OC)ccc2OC)cc1	1	-1	1	2	3	-1	3	1	1
COc1ccc(-c2[nH]ncc2CN2CCSCC2)c(OC)c1	-8	0	-2	6	1	7	-9	10	3
Cc1cc2nccc(-c3cccnc3)n2n1	-1	-3	1	-1	0	0	8	8	2
COC(=O)c1ccccc1NC(=S)NC(C)=O	15	2	1	0	-1	-5	-1	2	0
COC(=O)CCc1c(C)c(C(=O)c2cccc(OC)c2OC)c2ccccn12	-1	14	-2	5	1	-1	1	2	-1
CCCCNC(=S)NNC(=O)c1csc(C)c1	8	-8	6	-3	5	10	16	7	1
C=CCOc1ccc2cccc(/C=N/NC(=O)c3cc4cc([N+](=O)[O-])ccc4s3)c2c1	0	-5	-5	3	2	7	7	2	0
O=S(=O)(NCCc1cn2ccccc2n1)c1ccc2c(c1)OCCO2	1	5	-4	7	3	-4	2	2	4
Cc1ccc(S(=O)(=O)NC(C)C(=O)Nc2ccccc2C(=O)N2CCCC2)cc1 (configuration not stated)	4	12	-6	4	1	-2	-9	5	-6
Cc1ccc(CNC(=O)/C=C/c2ccccc2Cl)cc1	5	-2	0	1	1	0	-10	11	4
Cc1nn(C)cc1CNCc1ccc(OCC(O)CN(C)Cc2ccccc2)cc1 (configuration not stated)	3	1	0	-1	-2	3	10	5	-2
O=C1Cc2cc(NS(=O)(=O)c3cc(F)ccc3F)cc3c2N1CCC3	4	-3	-6	9	3	4	-6	6	-2

Next structures follow:
SMILES	GSTO1 counter	PAFAH2 FP inh	PAD4 FP inh	pPAFAH FP inh	LYPLA1 counter	LYPLA2 counter	PREPL inh	PAFAH1B3 FP inh	PAFAH1B2 FP inh
CC(c1ccon1)N(C)Cc1cn(C)nc1-c1cccc(Cl)c1 (configuration not stated)	2	-5	-3	4	4	5	5	-2	3
S=c1[nH]nc(Cc2noc3ccccc23)n1-c1ccc(Cl)cc1	-3	2	1	1	-3	-3	-2	1	6
CCOC(=O)C(=CNNc1ccccc1)C(=O)OCC	1	2	-4	5	-3	-1	-8	0	2
COc1ccc2sc(N(CCN(C)C)C(=O)/C=C/c3cccs3)nc2c1	-4	-2	0	0	0	0	22	9	6
Cn1ncc2c(c(SCc3ccc(Cl)cc3Cl)nn2C)c1=O	2	11	1	1	0	-3	5	0	8
O=C(OCC(=O)N1CCCC1)c1cc([N+](=O)[O-])ccc1Cl	16	-8	-1	-1	2	2	-5	-4	2
CN1CCc2c(sc3nc(SCC(N)=O)n(-c4ccc(Cl)cc4)c(=O)c23)C1	0	-4	-1	0	-7	-6	5	-8	-4
COc1cc2sc(-c3ccc(S(C)(=O)=O)cc3)c(C(=O)NCc3ccc(C)o3)c2cc1OC	x	-9	-2	5	x	x	-7	6	3
O=C(COc1ccc2ccc(=O)oc2c1)N1CCN(c2ccccc2)CC1	9	4	1	5	1	6	-8	9	9
CN(CC(=O)Nc1ccc(Cl)cc1)C(=O)CCc1c[nH]c2ccccc12	12	3	3	0	-2	-2	-2	9	10
O=C(c1ccc(F)cc1)c1c[nH]c(C(=O)NCc2ccco2)c1	-2	-2	-6	4	-2	3	-9	3	10
Cn1cc(/C(Cc2ccccc2)=N\O)c2ccccc21	-3	6	-3	2	0	8	-5	4	8

Single records (already shown).
`O=Cc1cn(CC(O)CN2CCCCC2)c2ccccc12` (configuration not stated) across the screens: GSTO1 counter = -2; PAFAH2 FP inh = -1; PAD4 FP inh = -4; pPAFAH FP inh = -2; LYPLA1 counter = -1; LYPLA2 counter = -13; PREPL inh = -3; PAFAH1B3 FP inh = 8; PAFAH1B2 FP inh = 3
`Cc1cccc(C)c1NC(=O)Cc1cccs1` across the screens: GSTO1 counter = 5; PAFAH2 FP inh = 9; PAD4 FP inh = 0; pPAFAH FP inh = 7; LYPLA1 counter = -4; LYPLA2 counter = -7; PREPL inh = 0; PAFAH1B3 FP inh = 2; PAFAH1B2 FP inh = 3

The list continues:
SMILES	GSTO1 counter	PAFAH2 FP inh	PAD4 FP inh	pPAFAH FP inh	LYPLA1 counter	LYPLA2 counter	PREPL inh	PAFAH1B3 FP inh	PAFAH1B2 FP inh
O=C(CCC(=O)Nc1nnc(C2CCCCC2)s1)NCc1cccs1	4	4	3	4	2	1	-5	-2	11
O=C(Cn1cncn1)N/N=C/c1ccccc1O	-7	3	-3	2	-1	2	-6	5	1
COc1ccc(S(=O)(=O)N2CCCCCC2)cc1NC(=O)c1ccccc1S(C)(=O)=O	x	11	-5	2	0	1	4	5	1
O=C1CN(C(=O)/C=C/c2ccco2)c2ccccc2N1	3	4	3	6	0	5	-2	4	4
